Screens as filed in PubChem.
TRHR enhancer: qHTS for Small Molecule Agonists and Allosteric Enhancers of Human TRH Receptor: Primary Screen for Enhancers; actives 0.66% (n = 360,000); Thyrotropin-releasing hormone receptor (Homo sapiens), P34981; AID 493056, 2011; TRHR cells, fluo-8 calcium fluorescence, EC20 TRH enhancement; enhancement, % at 2 µM; in the data active = enhancement above about 30%; note: 0% is about no effect
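Enhancer read-out: after compound pinning and an initial kinetic agonist-mode read, an EC20 of TRH (10 nM final) was injected and fluo-8 calcium signal (Ex 480/Em 530) followed at 1 s/cycle for 100 cycles in TRHR-expressing cells.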
D1 antagonist: Antagonist of Human D 1 Dopamine Receptor: qHTS; actives 3.2% (n = 360,000); HEK293 TREx D1 cells, calcium flux, dopamine EC80; hits give low values; D(1A) dopamine receptor (Homo sapiens), P21728; activity change, negative = inhibition, % at 10 µM; AID 504652, 2011; in the data active = activity change below about -30%; note: % is set by controls: 0 for no effect and ±100 for the full control effect
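Using tetracycline-induced force-coupled D1 Hek293 cells and a calcium dye, signals were followed for 180 s after compound, then for 180 s after EC80 dopamine, to detect inhibitors.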
RXFP1 antagonist: qHTS Assay for Antagonists of the Relaxin Receptor RXFP1; Relaxin receptor 1 (Homo sapiens), Q9HBX9; HEK293-RXFP1, relaxin-stimulated cAMP HTRF, 30 min; hits give low values; activity change, negative = inhibition, % at 57.5 µM; actives 0.59% (n = 350,000);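 active = activity change of -60% or lower, but not beyond a set lower limit; inconclusive = change between -60% and -40%, or beyond the set limit; inactive = change above -40%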; note: % is set by controls: 0 for no effect and ±100 for the full control effect
Target sequence (Q9HBX9 whole entry, looked up): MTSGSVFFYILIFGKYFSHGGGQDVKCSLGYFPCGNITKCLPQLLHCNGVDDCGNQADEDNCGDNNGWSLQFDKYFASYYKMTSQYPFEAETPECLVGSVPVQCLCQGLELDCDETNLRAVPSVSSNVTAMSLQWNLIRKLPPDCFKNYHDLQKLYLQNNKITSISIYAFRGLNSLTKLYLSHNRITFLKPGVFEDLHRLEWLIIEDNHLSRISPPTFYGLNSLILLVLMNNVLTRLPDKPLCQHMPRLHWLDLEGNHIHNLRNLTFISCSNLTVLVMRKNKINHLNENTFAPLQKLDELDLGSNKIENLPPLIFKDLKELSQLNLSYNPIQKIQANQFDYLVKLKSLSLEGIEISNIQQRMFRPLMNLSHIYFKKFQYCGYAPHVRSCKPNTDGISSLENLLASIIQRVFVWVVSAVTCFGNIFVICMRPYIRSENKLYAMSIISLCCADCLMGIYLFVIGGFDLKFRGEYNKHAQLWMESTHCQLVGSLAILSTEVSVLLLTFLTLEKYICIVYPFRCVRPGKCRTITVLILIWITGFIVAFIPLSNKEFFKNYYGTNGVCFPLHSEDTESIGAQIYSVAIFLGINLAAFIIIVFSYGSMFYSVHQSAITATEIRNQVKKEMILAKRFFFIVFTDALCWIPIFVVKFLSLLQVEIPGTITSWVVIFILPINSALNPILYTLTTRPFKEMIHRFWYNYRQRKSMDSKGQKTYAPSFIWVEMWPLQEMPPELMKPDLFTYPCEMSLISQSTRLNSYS
D1 potentiator: Potentiators of Human D1 Dopamine Receptor: qHTS | D(1A) dopamine receptor (Homo sapiens), P21728 | AID 504651, 2011 | potentiation, % at 10 µM | HEK293 TREx D1 cells, calcium flux, dopamine EC20 potentiation | actives 0.036% (n = 360,000); in the data active = potentiation above about 30%; note: 0% is about no effect
D2 potentiator: HTS Assay for Positive Allosteric Modulators of the Human D2 Dopamine Receptor: Primary Screen for Potentiators; HEK293 T-REx D2, calcium flux, EC20 dopamine potentiation; actives 0.34% (n = 340,000); potentiation, % at 10 µM;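 active = potentiation over 3 SD above the plate norm, cut at about 30% in these data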; note: 0% is about no effect
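Tetracycline-induced HEK293 T-REx cells force-coupled to calcium signalling expressed D2; compounds were pin-added after a 10 s baseline, read kinetically 180 s, then an EC20 dopamine challenge followed with a further 180 s calcium read.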
TRHR agonist: qHTS for Small Molecule Agonists and Allosteric Enhancers of Human TRH Receptor: Primary Screen for Agonists; Thyrotropin-releasing hormone receptor (Homo sapiens), P34981; actives 0.18% (n = 360,000); TRHR cells, calcium flux fluo-8, FDSS agonist mode; activation, % at 2 µM; in the data active = activation above about 30%; note: 0% is about no effect
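Agonist-mode FDSS calcium read (Ex 480/Em 530, 1 s cycles) in 1536-well TRHR cells with fluo-8 dye, after 10-cycle baseline and 23 nL compound addition; TRH at EC20 (10 nM final) added afterwards for the enhancer phase.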
Apoferritin bind: qHTS Assay for Identification of Novel General Anesthetics; actives 0.074% (n = 350,000); Ferritin light chain (Equus caballus), P02791; Potency, µM (doses to about 77.5 µM), for the others: at the top dose activity change, negative = displacement, hits mostly inhibitors; apoferritin/1-aminoanthracene competitive binding, fluorescence; note: potency is the fitted concentration of half-maximal effect; % is set by controls: 0 for no effect and ±100 for the full control effect; nearly all actives have a fitted effect of over 20% in size
Target sequence (P02791 2-175 limits assumed): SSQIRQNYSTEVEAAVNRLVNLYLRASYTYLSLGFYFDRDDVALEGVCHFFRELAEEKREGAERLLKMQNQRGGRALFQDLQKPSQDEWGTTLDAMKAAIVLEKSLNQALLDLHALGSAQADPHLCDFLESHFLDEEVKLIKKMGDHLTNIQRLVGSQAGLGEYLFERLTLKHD
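Probe: 1-aminoanthracene (50% saturated, PBS). Protein: horse-spleen apoferritin, 10 uM. Incubation: 10 min, room temperature. Detection: 380 nm excitation, 535 nm emission. Analysis: normalized response, four-parameter Hill.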
RXFP1 agonist: qHTS Assay for Agonists of the Relaxin Receptor RXFP1; AID 2676, 2010; Potency, µM (series often up to 57.5 µM), inactives show at the highest dose activation, most hits filed as activators; Relaxin receptor 1 (Homo sapiens), Q9HBX9; actives 0.3% (n = 370,000); HEK293T-RXFP1 cAMP TR-FRET, 30 min; response scale: percent of porcine relaxin response, buffer zero; note: potency is the fitted concentration of half-maximal effect; % is set by controls: 0 for no effect and ±100 for the full control effect; nearly all actives have a fitted effect of over 60% in size; many of its hits are not listed in these tables
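HEK293T cells stably expressing RXFP1 were pretreated with the PDE4 inhibitor Ro 20174, exposed to compounds for 30 min at 37C, lysed, and cAMP was read by TR-FRET. Data normalized to buffer (basal) and 29 nM porcine relaxin (100%).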
D1 agonist: Allosteric Agonists of the Human D1 Dopamine Receptor: qHTS | D(1A) dopamine receptor (Homo sapiens), P21728 | HEK293 T-REx D1 cells, calcium flux, agonist mode | activation, % at 2 µM | actives 1% (n = 360,000); in the data active = activation above about 30%; note: 0% is about no effect
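Tetracycline-induced HEK293 TREx D1 cells, force-coupled to calcium signalling, were dye-loaded with a no-wash calcium kit. Compound was pin-added after a 10 s baseline. Fluorescence was read kinetically at 1 cycle/s for 180 s, with calcium rises flagged as agonism.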
Active calls of the source: *; ? = inconclusive; · = no result given; & = joins results of further samples; [ ] = dose if it differs, or a comment. Unless noted, calls come from the whole dose curve; as a rule, active = well fitted curve in the direction sought with a large enough effect; inconclusive = small, poorly fitted or top-dose-only effect, or another doubt; inactive = no such curve, though single readings can be large; an effect the other way counts as inactive or inconclusive.

SMILES | TRHR enhancer | D1 antagonist | RXFP1 antagonist | D1 potentiator | D2 potentiator | TRHR agonist | Apoferritin bind | RXFP1 agonist | D1 agonist
COC(=O)c1ccc(CN(c2ccc(C)cc2)S(=O)(=O)c2ccc3c(c2)OCCO3)o1 | 4 | 0 | 5 | -6 | 6 | -0.3 | 64%[activator] | -0.9% | 11
Cn1c(SCC(=O)NNC(=O)c2ccccc2)nnc1C1CC1 | 3 | 2 | -1 | -3 | 4 | 0.4 | 1% | -4.5% | 2
CCOC(=O)N1CCN(Cc2nc(-c3ccc(C)cc3)no2)CC1 | 14 | -18 | -3 | -5 | -8 | 0.7 | -3% | 0.0% | 11
OCC#CCSc1nnc(-c2ccccc2Br)o1 | -10 | 2 | 15 | -2 | · | -0.2 | -16% | 4.5% | 4
CCOc1cc2sc(N3CCC(C(=O)Nc4ccccc4C(=O)OC)CC3)nc2cc1Br | -4 | 11 | 3 | -2 | -1 | 0.1 | 2% | -0.2% | 2
O=c1c2cc(Br)ccc2nc(-c2cccc(Cl)c2)n1O | -2 | 1 | -40 | 2 | -17 | 18 | 3% | -3.7% | 29
COC(=O)[C@@H](Cc1ccc(O)cc1)NC(=O)[C@H]1CCC(=O)N1C(=O)OCc1ccccc1 | 18 | 1 | · | 0 | 13 | 0.2 | -8% | 1.2% | 1
O=C(CN1CCN(c2ccccc2F)CC1)c1ccc(O)cc1O | 94* | -8 | 5 | -6 | -22 | 0.5 | 7% | -3.1% | 3
CCCCn1c(N)c(N(CCOC)C(=O)COC(=O)/C=C/c2ccc(Br)cc2)c(=O)[nH]c1=O | -1 | 6 | -16 | -4 | -8 | 0.0 | -4% | 2.7% | 3
CC1=C(C(=O)NC(C)C)C2(CCC(C)CC2)OC1=O (stereo unspecified) | -9 | 6 | 7 | -3 | -8 | -0.1 | -11% | 0.3% | 1
CCOCCCNC(=O)CN1C(=O)COc2ccc(S(=O)(=O)N3CCOCC3)cc21 | 7&4 | -7&10 | 7 | 1&-4 | 8&5 | 1.8&0.0 | 73%&-6%[activator] | 2.3%&3.1% | 2&-1
COc1cccc(NC(=O)[C@H](C)NC(=O)C2CCN(S(=O)(=O)c3ccc(C)cc3)CC2)c1 | -5 | 4 | -20 | -8 | -5 | -1.0 | -16% | 3.4% | 1
Cc1cccc(OCC(=O)Nc2ccc3c(c2)nc(CN2CCCCC2)n3C)c1 | 1&-3 | -18&-27 | -17&-6 | -2&-2 | -20&-32 | 0.1&0.6 | 6%&-7% | 0.0%&0.2% | 6&17
CC1(C)CC(n2c(=S)[nH]c3ccccc3c2=O)CCO1 (stereo unspecified) | 6 | 4 | -15 | -2 | 1 | 0.5 | -5% | -0.2% | 1
CO/N=C(/CS(=O)Cc1ccc(Cl)cc1)c1ccc(Cl)cc1 (stereo unspecified) | -1 | 7 | -6 | -2 | -11 | 0.6 | -4% | 2.2% | 4
O=C(/C=C/c1ccc2c(c1)OCO2)c1ccc[nH]1 | -2 | 7 | -4 | -10 | 11 | 1.7 | 119%[activator] | 0.6% | 1
COc1cccc(CNC(=O)c2oc3ccc4c(c3c2C)C(=O)CC(C)(C)O4)c1OC | 13 | -12 | -8 | 0 | · | 0.0 | ? | 1.6% | 2
Cc1ccccc1-c1nnc(CN2CCN(c3cccc(C)c3C)CC2)o1 | 2 | 1 | -34 | 0 | · | -0.8 | -5% | -1.3% | 4
Cc1cc(C(=O)COC(=O)C2=COCCO2)c(C)n1-c1cccc(F)c1 | 3 | -18 | -11 | -5 | -6 | -0.2 | · | -0.8% | 4
O=C(O)CN1C(=O)/C(=C\c2cc(Br)ccc2OCc2ccccc2Cl)SC1=S | -8 | -11 | -25 | -16 | -2 | -0.1 | -18% | 4.1% | 13

Of the compounds above, these have a Cl atom.
SMILES | TRHR enhancer | D1 antagonist | RXFP1 antagonist | D1 potentiator | D2 potentiator | TRHR agonist | Apoferritin bind | RXFP1 agonist | D1 agonist
O=c1c2cc(Br)ccc2nc(-c2cccc(Cl)c2)n1O | -2 | 1 | -40 | 2 | -17 | 18 | 3% | -3.7% | 29
CO/N=C(/CS(=O)Cc1ccc(Cl)cc1)c1ccc(Cl)cc1 (stereo unspecified) | -1 | 7 | -6 | -2 | -11 | 0.6 | -4% | 2.2% | 4
O=C(O)CN1C(=O)/C(=C\c2cc(Br)ccc2OCc2ccccc2Cl)SC1=S | -8 | -11 | -25 | -16 | -2 | -0.1 | -18% | 4.1% | 13

Additional compounds
SMILES | TRHR enhancer | D1 antagonist | RXFP1 antagonist | D1 potentiator | D2 potentiator | TRHR agonist | Apoferritin bind | RXFP1 agonist | D1 agonist
O=C1NCC(NC(=O)C(F)(F)F)c2cc3c(cc21)OCO3 (stereo unspecified) | 7 | -1 | 1 | 0 | 1 | 0.1 | -1% | 0.1% | 1
O=C(c1cc2ccccc2o1)N1CCN(c2cccc(C(F)(F)F)c2)CC1 | -6 | -30 | 5 | -10 | 0 | -0.8 | -13% | 1.3% | 9
COC(=O)C1=C(COc2ccc(F)cc2)NC(=O)NC1c1ccc(C)cc1C (stereo unspecified) | -2 | -11 | -1 | -1 | 16 | -0.4 | ? | -1.0% | 13
COc1ccc(NC(=O)CS(=O)(=O)c2ccc(F)cc2)cc1 | 0 | -7 | 8 | 5 | · | -1.1 | -1% | 2.2% | 0
CCN(CC)CCN1C(=O)C(O)=C(C(=O)c2cc3cccc(OC)c3o2)C1c1cccs1 (stereo unspecified) | -3 | -5 | 25 | 0 | 9 | 0.6 | 2% | ? | 3
O=C1OCCC1Sc1nc2ccccc2n1-c1ccccc1 (stereo unspecified) | -23 | -13 | -3 | -13 | -22 | -0.7 | ? | 1.1% | 1
COC(=O)C(NC(=O)c1ccc(OC)cc1)(Nc1ncc(S(=O)(=O)c2ccc([N+](=O)[O-])cc2)s1)C(F)(F)F (stereo unspecified) | 1 | 0 | 3 | 1 | -1 | -0.4 | 1% | -0.6% | 0
COc1ccc(CCNC(=O)CN2C(=O)CSc3ccc(S(=O)(=O)N4CCOCC4)cc32)cc1OC | -5 | -11 | -15 | -1 | -10 | 0.1 | -5% | 1.4% | 2
COc1ccc(C2=Nn3c(nnc3-c3ccco3)SC2)cc1OC | 1 | -22 | 4 | -4 | 11 | -0.4 | -9% | 7.7% | 0
O=S(=O)(c1ccc(Br)cc1)c1nnn2c1nc(NC1CCCCCC1)c1sccc12 | 7 | 5 | 6 | -4 | -3 | -0.7 | -5% | -0.1% | 1
CCOCCCNC(=O)CNC(=S)N(Cc1ccc(C)cc1)Cc1ccco1 | 5 | 12 | -8 | -5 | 21 | -3.0 | -15% | 1.1% | 6
COc1cc(OC)cc(-c2nc3nc(C)c(CCC(=O)NCCC(C)C)c(C)n3n2)c1 | 7 | 9 | · | 1 | 5 | -0.2 | 4% | -2.5% | 0
CC(=O)N1CCC(C(=O)NC2CC(C)(C)Cc3c2cnn3-c2ccc(F)cc2)CC1 (stereo unspecified) | 0 | 7 | -6 | 2 | 5 | 0.7 | -6% | -1.9% | 3
CCOc1ccc(NC(=O)c2oc3ccccc3c2NC(=O)Cc2cccc(C)c2)cc1 | 7 | -5 | · | 3 | 0 | -0.7 | -3% | -0.1% | 2
N#Cc1nc(Nc2cccc(F)c2)nc(NC2CCCC2)n1 | 0 | -34* | · | -6 | · | 0.3 | · | · | 14
COc1cccc(CN2CCNC(=O)C2CC(=O)N(C)CCc2ccccn2)c1 (stereo unspecified) | -5 | 0 | -37 | -7 | -3 | -1.8 | -5% | -1.4% | -1
CCOC(=O)c1[nH]c(=O)[nH]c1CNc1ccccc1C#N | -3 | 5 | -6 | -3 | 2 | 0.1 | -12% | -0.1% | 2
COCCNC(=O)CCC1CCN(C/C=C/c2ccccc2OC)CC1 | 7 | -2 | -5 | 4 | -15 | 0.7 | -7% | 0.7% | 3
O=C(CSc1nnc(Cc2ccc3c(c2)OCO3)n1C1CCCCC1)NC1CCCC1 | 0 | -7 | -2 | -1 | -11 | -0.4 | -3% | 1.5% | -1
O=C(CCNC(=O)c1ccc([N+](=O)[O-])cc1)Nc1cccc(S(=O)(=O)N2CCCCCC2)c1 | 13 | 9 | 2 | -5 | 6 | -0.1 | · | 0.3% | 0
CCOc1ccc(S(=O)(=O)N2CCN(Cc3ccc4c(c3)OCO4)CC2)cc1OCC | -7 | -28 | -6 | -8 | 1 | 0.2 | 6% | 1.1% | 0
Cc1nc2ccc(NS(=O)(=O)c3ccc(F)c(F)c3)cc2s1 | -5 | -18 | 2 | -5 | 11 | 0.0 | · | -1.8% | 17
Cc1ccccc1NC(=O)c1cccc(S(C)(=O)=O)c1 | 21 | -7 | 6 | -2 | 0 | 0.4 | -4% | 0.5% | 1
CCOc1cc2[nH]c(=O)n(CCCCC(=O)N3CCCCCC3)c(=O)c2cc1OCC | 5 | 1 | 8 | -4 | 36* | -0.6 | -5% | 0.0% | -2
COC(CNC(=O)c1cc(C)nn1-c1ccccc1)OC | 0 | 0 | -1 | -2 | 2 | -0.5 | -4% | 0.7% | 8
CCOC(=O)c1c(C)[nH]c(C)c1S(=O)(=O)N(C)CC(=O)N1CCN(c2ccccc2OC)CC1 | -2 | -2 | · | -3 | 2 | -0.3 | 32%[activator] | 1.3% | 2
CCCN(CCC)C(=O)Cn1c(=O)n(CCCCCC(=O)NCc2ccc3c(c2)OCO3)c(=O)c2sccc21 | -12 | -9 | -2 | 0 | -9 | -2.1 | 5% | 25% | -1
O=C(NC1CC1)c1cc(F)c(F)cc1Cl | -4 | -8 | 12 | -2 | 1 | -1.9 | -12% | 0.9% | 5
COC(=O)Cn1c(=O)c2c(nc3n2CCCN3CCc2ccc(OC)c(OC)c2)n(C)c1=O | 3 | -10 | -2 | 0 | -4 | -0.3 | -2% | -0.3% | 2

Only part of the results is shown; rates above refer to the full screens.
